Screens: PubChem, NMMLSC
BoNT-F LC inh – inhibitors of Botulinum neurotoxin F light chain protease | inhibition, % at 10 µM | 360,000 compounds, 0.22% hits | Multiplex microsphere protease cleavage assay, flow cytometry; in the data active = inhibition above about 35%, passing the limit was not always enough; also: plate controls were buffer without enzyme for full effect and enzyme alone for no effect
BoNT-A LC inh2 – BoNT A light chain protease inhibition. multiplex microsphere protease substrate cleavage, flow cytometry. inhibition, % at 10 µM. 360,000 compounds, 0.17% hits; also: plate controls were buffer without enzyme for full effect and enzyme alone for no effect
Anthrax LF inh2 – blocks Bacillus anthracis lethal factor protease; inhibition, % at 10 µM; 360,000 compounds, 0.12% hits; multiplex microsphere protease cleavage assay, LF; P15917; also: plate controls were buffer without enzyme for full effect and enzyme alone for no effect
Target sequence (P15917 whole entry, looked up): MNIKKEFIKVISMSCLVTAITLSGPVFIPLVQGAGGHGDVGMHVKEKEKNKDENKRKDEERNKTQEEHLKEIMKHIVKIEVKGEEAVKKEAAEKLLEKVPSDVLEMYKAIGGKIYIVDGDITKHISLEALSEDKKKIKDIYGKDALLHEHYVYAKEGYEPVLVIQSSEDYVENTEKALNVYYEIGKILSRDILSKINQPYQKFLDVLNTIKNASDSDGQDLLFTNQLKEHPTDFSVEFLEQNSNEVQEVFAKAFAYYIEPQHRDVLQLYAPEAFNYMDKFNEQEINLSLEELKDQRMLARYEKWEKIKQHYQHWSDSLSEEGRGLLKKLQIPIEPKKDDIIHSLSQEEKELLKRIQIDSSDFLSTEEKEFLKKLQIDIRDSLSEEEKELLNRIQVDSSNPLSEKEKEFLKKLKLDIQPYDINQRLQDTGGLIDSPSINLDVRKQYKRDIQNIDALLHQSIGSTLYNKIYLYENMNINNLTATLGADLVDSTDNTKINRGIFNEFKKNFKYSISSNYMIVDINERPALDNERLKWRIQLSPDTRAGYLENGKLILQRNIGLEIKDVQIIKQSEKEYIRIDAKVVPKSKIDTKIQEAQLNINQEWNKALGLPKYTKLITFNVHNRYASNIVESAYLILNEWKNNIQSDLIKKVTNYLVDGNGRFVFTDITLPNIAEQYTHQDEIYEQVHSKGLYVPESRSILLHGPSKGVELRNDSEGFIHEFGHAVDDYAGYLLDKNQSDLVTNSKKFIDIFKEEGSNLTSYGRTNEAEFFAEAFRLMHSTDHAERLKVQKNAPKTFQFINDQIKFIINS
An asterisk follows results filed as active. Rule as the data show it, unless noted: active = inhibition above about 30%; inconclusive = no clear call, values can overlap the other calls; inactive = below that. An excerpt; count on the stated rates, not on these rows.

SMILES | BoNT-F LC inh | BoNT-A LC inh2 | Anthrax LF inh2
CCOC(=O)[C@]12CCC=C1N(Cc1cccc3ccccc13)C(=O)[C@H](CC(=O)NCC13CC4CC(CC(C4)C1)C3)C2 | -8 | -0.8 | 5
C[C@@H]1COc2cc(N3CCSCC3)ccc2S(=O)(=O)N1 | 6 | 0.2 | -6
C=CCC[C@@H](CCCCC)OC(=O)/C=C/[C@H](O)[C@@H](O)C[C@H](O)CC=C | -1 | 0.3 | -4
CCCCCCn1cc(CN2CC(N3CCN(Cc4ccccc4F)CC3)CS2(=O)=O)nn1 (centres undefined) | -4 | 0.1 | -6
O=C(c1ccc(Cl)c(Cl)c1)N1CCC(=O)N([C@H](COCc2ccccc2)Cc2ccccc2)CC1 | 11 | -0.4 | 6
CCOC(=O)[C@]12CCCC=C1N(Cc1ccc3c(c1)OCO3)C(=O)[C@H](CC(=O)NCC1CCCCC1)C2 | 1 | 0.1 | -4
O=C(NCCN1CCC(n2c(=O)[nH]c3ccccc32)CC1)c1cccnc1Cl | 0 | 0.2 | 2
Cc1ccc2nc(-c3cccc(Cl)c3)c(Cc3cccc(F)c3)n2c1 | -3 | 0.3 | 0
CCOc1cc(OCC)cc(C(=O)NCCN2CCC(n3c(=O)[nH]c4ccccc43)CC2)c1 | -1 | 0.3 | -3
CCOC(=O)[C@]12CCCC=C1N(Cc1cccc3ccccc13)C(=O)[C@H](CC(=O)NCc1cccc(C(F)(F)F)c1)C2 | 4 | 0.4 | 2
CC(C)CCC[C@](C)(O)c1ccc(C(=O)O)cc1O | -12 | 0.0 | 3
CC(C)(C)n1nnnc1C(c1ccccc1)N1CCN(c2ccc(F)cc2)CC1 (centres undefined) | -4 | 0.5 | -3
COC(=O)c1c(N)[nH]c(C(=O)c2ccccc2)c1-c1ccc(Cl)cc1 | -4 | -0.8 | -3
CC1(c2nnnn2Cc2ccccc2)CCC(=O)N1CC(F)(F)F (centres undefined) | -2 | 0.2 | -3
O=S1(=O)N[C@@H](Cc2ccccc2)COc2cccc(N3CCC[C@@H]3CO)c21 | 7 | -0.1 | -3
O=c1[nH]c(=S)[nH]c2c1[C@H](C1CC1)O[C@H](CCc1ccccc1)C2 | 10 | 0.6 | 3
COC(=O)[C@@]1(Cc2ccc(F)cc2)[C@H]2c3cc(C(=O)N(C)C)n(CCF)c3C[C@H]2CN1C(=O)c1ccccc1 | 0 | -0.3 | 1
CCOc1ccc(CCN2C(=S)N([C@@H](Cc3ccccc3)CN3CCCC3CN3C(=S)NC[C@@H]3Cc3ccccc3)C[C@@H]2Cc2ccc(O)cc2)cc1 (some centres undefined) | -17 | -1.2 | 0
CC(C)(C)NC(=O)C1c2ccccc2OCC(=O)N1CCc1ccccc1 (centres undefined) | -1 | -0.4 | 6
CC1(c2nnnn2-c2ccc3c(c2)OCCO3)CCC(=O)N1CC1CCCCC1 (centres undefined) | 6 | 0.6 | -8
CC(C)C[C@H]1CNC(=O)C(=O)N1C[C@H]1CCCN1C[C@H](CC(C)C)N1C[C@H](Cc2ccccc2)N(CC2CCCCC2)C(=O)C1=O | -7 | -0.4 | -8
COc1cccc(Cn2c(Cn3c(-c4cnccn4)nc4ccccc43)nc3ccccc32)c1 | 0 | 0.3 | 0
O=C(OC1CC2CC1[C@H]1CCCCN1C2=O)N1CCN(C(=O)c2ccccc2)CC1 (some centres undefined) | 8 | 0.3 | -7
CCOc1ccc(CCN2C(=O)C(=O)N([C@@H](Cc3ccccc3)CN3CCC[C@H]3CN3C(=O)C(=O)NC[C@@H]3CC(C)C)C[C@@H]2Cc2ccc(O)cc2)cc1 | -4 | 0.7 | 4
CCOC(=O)[C@]12CCCC=C1N(Cc1ccco1)C(=O)[C@H](CC(=O)N1CCCCC1)C2 | -4 | -0.1 | -2
C[C@H](c1ccccc1)N1C[C@@H](COCc2ccccc2)Oc2cc(N3CCC[C@H]3CO)ccc2S1(=O)=O | 1 | -1.1 | -3
CCCCC[C@H](C)N1C[C@@H](COCc2ccccc2)Oc2cc(N3CCC[C@@H]3CO)ccc2S1(=O)=O | -4 | 0.2 | 2
CCCCC[C@@H](C)N1C[C@@H](COCc2ccccc2)Oc2cc(N3CC[C@@H](O)C3)ccc2S1(=O)=O | -4 | -0.4 | -12
CCOC(=O)N1CCN(C(=O)C[C@@H]2C[C@@]3(C(=O)OCC)CCCC=C3N(Cc3ccc4c(c3)OCO4)C2=O)CC1 | -1 | -0.4 | -4
CCCCc1c(-c2ccc(Br)cc2)ncn1CCc1ccccc1OC | -3 | 0.1 | 2
CCOC(=O)[C@]12CCCC=C1N(Cc1cccc3ccccc13)C(=O)[C@H](CC(=O)N1CCCCC1)C2 | -5 | 0.2 | 0
COc1cc(OC)cc(C2=Cc3ccccc3C(CC(=O)c3ccco3)N2c2ccc(-c3cccnc3)cc2)c1 (centres undefined) | 11 | 11 | 15
Nc1[nH]c(C(=O)c2ccccc2)c(-c2ccc(Br)cc2)c1C(=O)c1cccs1 | -8 | -0.6 | 5
CC(C)c1ccc([C@@H]2O[C@H](CCc3ccccc3)Cc3[nH][nH]c(=O)c32)cc1 | -2 | -0.6 | -3
O=c1[nH]c(=S)[nH]c2c1C(c1ccc(Cl)c(Cl)c1)OC(CCc1ccccc1)C2 (centres undefined) | -16 | -0.9 | -3
COc1ncc(-c2c(-c3ccccc3OC)sc3ccccc23)cn1 | -3 | -0.2 | -1
CC(C)c1ccc([C@@H]2O[C@H](C)CC3=C2C(=O)OC(C)(C)O3)cc1 | 0 | 1.4 | -1
CCCCn1nnnc1C(c1cc2ccccc2o1)N(CCC#N)Cc1ccccc1 (centres undefined) | -1 | -0.4 | 1
COc1ccc(-c2c(Sc3ccccc3)c3cc(-c4ccc(OC)c(F)c4)ccc3n2C)cc1 | 16 | 2.8 | 1
FC(F)(F)c1cc(Cl)c2nc(-c3ccccc3)c(Cc3ccsc3)n2c1 | 5 | 0.7 | 2
CCOC(=O)[C@]12CCCC=C1N(Cc1ccc(Cl)cc1Cl)C(=O)[C@H](CC(=O)NCCCCc1ccccc1)C2 | -4 | 0.1 | -1
COc1ccc(Cc2c(-c3ccc(C#N)cc3)nc3c(Cl)cc(C(F)(F)F)cn23)c(C)c1 | -9 | 1.4 | 3
Fc1ccccc1N1CCN(C(c2ccnc3ccccc23)c2nnnn2-c2ccc3c(c2)OCCO3)CC1 (centres undefined) | 10 | 0.9 | -6
CCOC(=O)[C@]12CCCC=C1N(Cc1ccc3c(c1)OCO3)C(=O)[C@H](CC(=O)NCc1cccc(C(F)(F)F)c1)C2 | -4 | 0.5 | 4
CCCCn1nnnc1C(c1ccccc1)N1CCN(c2cccc(C)c2C)CC1 (centres undefined) | -7 | 1.2 | -4
Cc1ccc(S(=O)(=O)N2CCC(=O)N([C@H](COC(=O)Nc3ccccc3)Cc3ccccc3)CC2)cc1 | 1 | -0.1 | -8
O=C(NCc1ccccc1)C1c2ccccc2OCC(=O)N1CCc1c[nH]c2ccccc12 (centres undefined) | 2 | -0.7 | -8
N#CCc1ccc(OCCCN2CCC(C(O)(c3ccccc3)c3ccccc3)CC2)cc1 | -13 | -0.1 | 5
CC1(C)OC(=O)C2=C(C[C@@H](CCc3ccccc3)O[C@H]2CCc2cccc(Cl)c2)O1 | 15 | 0.4 | 2
CCCCn1nnnc1C(c1cc2ccccc2o1)N(C)CCc1ccccc1 (centres undefined) | -13 | -0.1 | -3
CC(C)(C)C1CCSC2=NCCC[C@]2(c2ccccc2)C1 (some centres undefined) | -3 | -0.5 | -4
COc1cccc(CNC(=O)[C@@H]2CCCN2C(=O)[C@@H]2CCCN2C(=O)c2ccccc2)c1 | -29 | -3.8 | -16
CCCCNC(=O)C[C@@H]1C[C@@]2(C(=O)OC)CCCCC=C2N(Cc2cccc3ccccc23)C1=O | 2 | 0.0 | 2
O=c1[nH]c2ccccc2nc1-c1nnnn1Cc1ccccc1 | -1 | 1.4 | 1
COc1cccc(C2=Cc3ccc(F)cc3C(CC(C)=O)N2c2ccc(-c3cc(OC)c(OC)c(OC)c3)cc2)c1 (centres undefined) | 7 | 5.3 | 2
C[C@@H](c1ccccc1)N1C[C@H](COCc2ccccc2)Oc2cc(N3CC[C@H](N(C)C)C3)ccc2S1(=O)=O | -12 | -0.3 | -14
Clc1ccc(-c2nc3c4ccccc4ccn3c2Cc2ccsc2)cc1 | -6 | -0.5 | -3
CC(C)C[C@H]1CN(CCCC[C@H]2CNC(=O)C(=O)N2CCc2ccc(O)cc2)C(=O)C(=O)N1CCc1ccccc1 | -2 | 1.6 | -1
C[C@@H](c1ccccc1)N1C[C@@H](COCc2ccccc2)Oc2cc(N3CCC[C@@H]3CO)ccc2S1(=O)=O | -11 | -3.0 | -7
Cc1cc(Br)cn2c(Cc3ccccc3)c(-c3ccc(Cl)cc3)nc12 | 3 | 1.8 | -3

Reprinted at random: 6 compounds from above, in no set order.
SMILES | BoNT-F LC inh | BoNT-A LC inh2 | Anthrax LF inh2
Cc1ccc(S(=O)(=O)N2CCC(=O)N([C@H](COC(=O)Nc3ccccc3)Cc3ccccc3)CC2)cc1 | 1 | -0.1 | -8
O=c1[nH]c2ccccc2nc1-c1nnnn1Cc1ccccc1 | -1 | 1.4 | 1
CC1(C)OC(=O)C2=C(C[C@@H](CCc3ccccc3)O[C@H]2CCc2cccc(Cl)c2)O1 | 15 | 0.4 | 2
COc1cccc(C2=Cc3ccc(F)cc3C(CC(C)=O)N2c2ccc(-c3cc(OC)c(OC)c(OC)c3)cc2)c1 (centres undefined) | 7 | 5.3 | 2
CCCCn1nnnc1C(c1cc2ccccc2o1)N(C)CCc1ccccc1 (centres undefined) | -13 | -0.1 | -3
CCCCNC(=O)C[C@@H]1C[C@@]2(C(=O)OC)CCCCC=C2N(Cc2cccc3ccccc23)C1=O | 2 | 0.0 | 2

Next part:
SMILES | BoNT-F LC inh | BoNT-A LC inh2 | Anthrax LF inh2
CCOC(=O)[C@]12Cc3ccccc3[C@H]1N(C)C(=O)c1cc(OC)ccc12 | -20 | -1.0 | -7
COC(=O)c1ccc2c(c1)S(=O)(=O)NC2C (centres undefined) | 5 | -0.2 | -2
CCCCC[C@H](C)N1C[C@@H](COCc2ccccc2)Oc2cc(N3CCC[C@@H]3COC)ccc2S1(=O)=O | 3 | -0.5 | -9
Cc1nc(NC(=O)C(C)(C)C)sc1C(=O)Cn1cc(CCCC#N)nn1 | -11 | 0.2 | -1
O=C(Nc1ccc2c(c1)OCCO2)C1c2ccccc2OCC(=O)N1CCCN1CCOCC1 (centres undefined) | 1 | -0.2 | -12
Cc1cc2nc(C(C)(C)C)c(Cc3ccccc3C(F)(F)F)n2c(C)c1Br | 10 | 0.2 | -3
CC[C@@H]1Cc2[nH][nH]c(=O)c2[C@H](c2ccc(Cl)cc2)O1 | 0 | 0.4 | 1
Cc1cccc(COC[C@H](Cc2ccccc2)N2CCN(C(=O)c3cccc(Cl)c3)CCC2=O)c1 | -4 | -0.7 | 0
COc1ccc(C(=O)c2[nH]c(N)c(C(=O)NCCc3c[nH]c4ccccc34)c2-c2ccc(OC)c(OC)c2)cc1 | -2 | 0.1 | -3
CC(C)C[C@H]1CN([C@@H](CC(C)C)CN2CCCC2CN2C(=S)NC[C@@H]2Cc2ccccc2)C(=S)N1CC1CCCCC1 (some centres undefined) | -1 | -0.5 | -6
CC(C)(C)NC(=O)C1c2ccccc2OCC(=O)N1C1CC1 (centres undefined) | -3 | 0.8 | -8
CC1OC(COCc2ccccc2)Cc2[nH][nH]c(=O)c21 (centres undefined) | -3 | 0.5 | -1
COC(=O)CCCn1cc(CN2CC(N3CCN(C4CCN(C)CC4)CC3)CS2(=O)=O)nn1 (centres undefined) | -3 | -0.3 | 1
N#Cc1c(N)[nH]c(C(=O)c2ccccc2)c1-c1ccccc1Br | -4 | 0.0 | -14
CCOc1ccc(CCN2C(=O)C(=O)N([C@@H](CC(C)C)CN3CCC[C@H]3CN3C(=O)C(=O)NC[C@@H]3Cc3ccc(O)cc3)C[C@@H]2Cc2ccccc2)cc1 | 2 | 0.6 | -1

Next part (five carried over from the part before).
SMILES | BoNT-F LC inh | BoNT-A LC inh2 | Anthrax LF inh2
CC(C)(C)NC(=O)C1c2ccccc2OCC(=O)N1C1CC1 (centres undefined) | -3 | 0.8 | -8
CC1OC(COCc2ccccc2)Cc2[nH][nH]c(=O)c21 (centres undefined) | -3 | 0.5 | -1
COC(=O)CCCn1cc(CN2CC(N3CCN(C4CCN(C)CC4)CC3)CS2(=O)=O)nn1 (centres undefined) | -3 | -0.3 | 1
N#Cc1c(N)[nH]c(C(=O)c2ccccc2)c1-c1ccccc1Br | -4 | 0.0 | -14
CCOc1ccc(CCN2C(=O)C(=O)N([C@@H](CC(C)C)CN3CCC[C@H]3CN3C(=O)C(=O)NC[C@@H]3Cc3ccc(O)cc3)C[C@@H]2Cc2ccccc2)cc1 | 2 | 0.6 | -1
CN(Cc1ccc(Cl)c(Cl)c1)C(c1cc2ccccc2o1)c1nnnn1C(C)(C)C (centres undefined) | -5 | 0.3 | -6
CC(C)C[C@H]1COc2cccc(N3CCSCC3)c2S(=O)(=O)N1 | -3 | -0.4 | -5
CC(C)C[C@H]1CN([C@@H](Cc2ccc(O)cc2)CN2CCC[C@H]2CN2C(=O)C(=O)NC[C@@H]2Cc2ccccc2)C(=O)C(=O)N1CCc1ccccc1 | -4 | 0.3 | 8
CC(C)c1cc(C(C)C)c(S(=O)(=O)NC(c2ccccn2)C23CC2C3)c(C(C)C)c1 (centres undefined) | -13 | 0.6 | -3
